High-throughput results deposited in PubChem by National Center for Advancing Translational Sciences (NCATS).
12-LOX inh = ALOX12 (human) lipoxygenase inhibition; P18054; purified 12hLO, xylenol orange hydroperoxide absorbance; actives 1.1% (n = 580,000); Potency, µM (doses to about 108 µM), inactives show top-dose activity change, negative = inhibition, hits mostly inhibitors; active means well fitted inhibition curve with a large enough effect; inconclusive means small, poorly fitted or top-dose-only effect, or another doubt; inactive means no such curve, though single readings can be large or run the other way; further: potency means the concentration at half of the fitted maximal effect
Target sequence (P18054 whole entry, looked up): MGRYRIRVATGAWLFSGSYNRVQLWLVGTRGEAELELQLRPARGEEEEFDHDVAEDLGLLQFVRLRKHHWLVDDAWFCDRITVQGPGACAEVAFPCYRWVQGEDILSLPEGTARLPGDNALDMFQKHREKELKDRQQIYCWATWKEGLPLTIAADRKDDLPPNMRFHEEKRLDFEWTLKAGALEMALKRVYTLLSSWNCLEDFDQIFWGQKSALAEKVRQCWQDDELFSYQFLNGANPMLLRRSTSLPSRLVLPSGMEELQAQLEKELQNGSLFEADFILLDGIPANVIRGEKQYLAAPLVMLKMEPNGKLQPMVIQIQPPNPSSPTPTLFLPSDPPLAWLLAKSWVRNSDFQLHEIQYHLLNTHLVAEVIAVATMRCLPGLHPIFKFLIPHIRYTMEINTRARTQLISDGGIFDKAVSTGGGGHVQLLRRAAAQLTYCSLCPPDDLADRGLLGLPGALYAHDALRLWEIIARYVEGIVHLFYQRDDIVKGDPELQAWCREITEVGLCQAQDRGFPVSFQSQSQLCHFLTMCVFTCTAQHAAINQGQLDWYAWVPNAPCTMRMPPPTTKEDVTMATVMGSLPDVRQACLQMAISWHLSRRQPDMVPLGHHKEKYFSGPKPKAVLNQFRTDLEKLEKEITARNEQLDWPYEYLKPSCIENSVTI
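Purified human 12hLO (150 nM final) in 25 mM Hepes, 0.01% Triton X-100, pH 7.0 was preincubated 15 min at room temperature with compound. Then 40 uM arachidonic acid was added, 30 min. Hydroperoxide was read by Fe-XO absorbance ratio 573/405 nm.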
LDHA inh = blocks human lactate dehydrogenase A. P00338. purified LDHA, NADH/diaphorase-resazurin fluorescence; stronger effect = lower value. activity change, % (values are at about 110 or 230 µM). actives 0.15% (n = 480,000). AID 1347041; in the data active means activity change below about -30%; inconclusive means mostly about -25% to -30%;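 further: plate controls were DMSO wells for no effect and wells without enzyme for full effect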
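Human LDH5 (2 nM) was incubated with 0.06 mM NADH and 0.2 mM pyruvate for 5 min at room temperature in Tris pH 7.4. Remaining NADH was coupled through diaphorase/resazurin, and resorufin fluorescence was read at 0 and 20 min.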
Active calls of the source: *; u = inconclusive; [ ] = another dose, or the depositor's remark. Unless noted, on the % scale 0 is the no-effect control and ±100 the full control effect.

12-LOX inh	LDHA inh	Molecule
-23.9%	13.0	Fc1ccc(-n2ncc3c(NC4CCCCC4)ncnc32)cc1
-18.2%	13.5	Oc1cccc2cc(-c3ccncc3)cnc12
-22.0%	-3.6	COC(=O)[C@@]1(Cc2ccc(F)cc2)[C@H]2c3cc(C(=O)N(C)C)n(CCCNc4ncc(C(F)(F)F)cc4Cl)c3C[C@H]2CN1C(=O)c1ccccc1
u	8.5	CCOC(=O)c1cc2c(Cl)cc(Cl)cc2[nH]1
6.3%	12.0	C[C@H](O)[C@@H]1CN2CCc3c([nH]c4ccccc34)[C@@H]2C[C@@H]1N(C)C(=O)Nc1cccc2ccccc12
-16.0%	-3.1	CCOC(=O)c1cnc(SCC(=O)Nc2ccc(C)c(Cl)c2)nc1N
23.5%	2.2	COC(=O)c1ccc(CNC(=O)c2cccc(C)c2C)cc1
6.9%	8.2	CCCCNc1oc(-c2ccc(S(=O)(=O)N3CCOCC3)cc2)nc1C#N
3.98µM*	-1.4	Cc1cccc(N/N=C/c2ccc(Cl)c(Cl)c2)c1
-28.2%	-1.5	O=C(Cc1n[nH]c(=O)c2ccccc12)Nc1ccc(S(=O)(=O)N2CCCC2)cc1
u	14.3	N#Cc1nc(COc2ccc(Cl)cc2)oc1NCc1ccco1
u	13.1	O=S(=O)(Nc1ccc2oc(-c3ccc(I)cc3)nc2c1)c1ccccc1
-40.8%	1.6	CCNC(=O)CC12CC3CC(C1)CC(CC(=O)NCC)(C3)C2
-18.7%	-3.8	O=[N+]([O-])c1cc(/C=N/Nc2ccc(S(=O)(=O)Nc3ccc(Cl)cc3)cc2[N+](=O)[O-])ccc1Cl
-1.7%	2.2	COCCC1=NN(C(=O)c2ccncc2)C(O)(C(F)(F)F)C1 (stereo unspecified)
-18.5%	0.9	CN(C)CCC1CCN(C(=O)Nc2ccccc2C(F)(F)F)CC1
-24.3%	-3.8	C#CCNC(=O)C[C@@H]1C[C@@]2(C(=O)OCC)CCCC=C2N(Cc2ccc(Cl)cc2Cl)C1=O
u	-2.1	CC(O)(c1cccc(F)c1)c1nc(-c2cc3ccccc3o2)cs1 (stereo unspecified)
-28.9%	-3.7	CCOC(=O)c1c(C)oc2ncn(Cc3noc(-c4cccs4)n3)c(=O)c12
u	27.8	C=CC#CC[N+](C)(C)CC#Cc1cccc2ccccc12
11.1%	-20.2	Cc1ccc(-c2cc(C(=O)NC3CCCCC3C)c3ccccc3n2)cc1C (stereo unspecified)
6.5%	5.6	CC(=O)Nc1cc(-c2ccc(N3CCN(C)CC3)cc2)cn2c(-c3ccc(S(C)(=O)=O)cc3)cnc12
-35.0%	7.6	O=C(Cn1ccc2cc(S(=O)(=O)N3CCCCCC3)ccc21)NCc1ccco1
5.2%	-6.8	Cn1ccnc1C(NC(=O)CNC(c1ccccc1)c1ccccc1)c1ccc(F)cc1 (stereo unspecified)
u	19.9	COC(=O)C1=C(C)OC(N)=C(C#N)C1c1ccc(C(=O)OC)cc1 (stereo unspecified)
u	1.1	CCc1cccc(NS(=O)(=O)c2ccc3c(c2)-c2oncc2CO3)c1
-28.8%	-1.2	CCn1nc(C(=O)N(C)C2CCCc3ccccc32)c2ccccc2c1=O (stereo unspecified)
36.1%[activator]	0.1	CCCCCn1c(SCC(N)=O)nc2c1c(=O)[nH]c(=O)n2C
3.8%	3.8	Cc1sc2ncnc(Sc3nnc(-c4ccccc4F)n3C)c2c1C
-5.7%	-4.0	O=C(COc1ccc2c(=O)c(-c3ccccc3)coc2c1)N1CCN(c2ccccc2)CC1
u	-10.4	Cc1ccc2c(CN3CCN(C)CC3)cc(=O)oc2c1
u	0.2	CCCCN(CCCC)Cc1cc(=O)oc2cc(OC)ccc12
13.1%	19.2	CCCCn1nc(C(=O)Nc2nc(C(C)=O)cs2)c2ccccc2c1=O
6.2%	0.7	O=c1c(Cl)c(Oc2cccc(OCC(F)(F)F)c2)cnn1-c1ccc(C(F)(F)F)cn1
u	2.5	Oc1cccc(/C=C/c2nc(-c3ccc(F)cc3)cs2)c1
-5.9%	4.5	CCOC(=O)c1oc2ccc(CC#N)cc2c1C
-22.2%	-6.6	Cn1nc(C(=O)NN2C(=O)NC3(CCCCC3)C2=O)c2ccccc2c1=O
-27.3%	4.1	O=C(/C=C/c1cccc(O)c1)c1ccsc1
5.0%	4.4	Cc1cccc(C(=O)Nc2ccc3oc(-c4ccc(F)cc4)nc3c2)c1
-6.0%	4.7	O=C(CCS(=O)(=O)c1ccc2c(c1)NC(=O)CS2)NCc1ccccc1
9.0%	2.0	O=C(OCc1ccc([N+](=O)[O-])cc1)c1ccc(OC(F)(F)F)cc1
11.1%	-1.9	Cc1cccc(C(=O)NC(Nc2ccccc2)C(Cl)(Cl)Cl)c1 (stereo unspecified)
-5.6%	-2.8	CC1(C)C2CC=C(/C=N/NC(N)=O)C1C2 (stereo unspecified)
-6.1%	-0.5	COc1ccc(C(C)(NC(C)=O)c2nc(-c3cccnc3)cs2)cc1 (stereo unspecified)
15.4%	4.4	Cc1cc(F)ccc1NC(=O)C12CC3CC(CC(C3)C1)C2
-3.1%	0.4	Cc1[nH]c2ccccc2c1C(=O)C(=O)Nc1ccccc1CN(C)C
-12.4%	-1.1	COc1ccc(CCNC(=O)Cc2c(C)c3ccc(O)cc3oc2=O)cc1OC
27.8%	-7.8	Cc1ccc(C)c(NC(CNS(=O)(=O)c2ccccc2)c2ccccc2)c1 (stereo unspecified)
3.2%	20.6	COc1ccccc1-n1c(SCc2nnnn2-c2ccccc2)nnc1N1CCCCC1
-5.6%	12.5	COc1cccc(NC(=O)C2CCCN(C(=O)c3ccc(OC)c4ccccc34)C2)c1 (stereo unspecified)

Among those listed so far, these contain a nitro group on carbon:
12-LOX inh	LDHA inh	Molecule
-18.7%	-3.8	O=[N+]([O-])c1cc(/C=N/Nc2ccc(S(=O)(=O)Nc3ccc(Cl)cc3)cc2[N+](=O)[O-])ccc1Cl
9.0%	2.0	O=C(OCc1ccc([N+](=O)[O-])cc1)c1ccc(OC(F)(F)F)cc1

More compounds.
12-LOX inh	LDHA inh	Molecule
41.4%[activator]	9.3	Clc1ccc(C2NC3=NCN(Cc4ccco4)CN3c3nc4ccccc4n32)cc1 (stereo unspecified)
-0.2%	-23.5	O=C(Nc1cc(F)cc(F)c1)C1CCCCC1
6.5%	11.2	COc1cccc(Oc2coc3cc(OCC#N)ccc3c2=O)c1
u	-4.0	COc1ccccc1NC(=O)c1ccc(NC(=O)CC2Sc3ccccc3NC2=O)cc1 (stereo unspecified)
u	2.1	O=C(/C=C/c1ccc(-c2ccccc2)o1)c1ccco1
11.7%	-2.6	c1ccc(-c2ccc(Oc3ncnc4sc(-c5ccccc5)cc34)cc2)cc1
-13.5%	0.3	Cc1ccc2c(c1)C(c1ccc(F)cc1)N(C(=O)CCc1ccccc1)CC(=O)N2 (stereo unspecified)
-16.2%	-2.3	CC(=O)NC(c1ccccc1)c1nc(-c2cnc3ccccc3c2)cs1 (stereo unspecified)
u	3.3	Fc1cc(Br)ccc1CSc1nc2ncccc2o1
u	-1.8	CCc1ccc(-c2cc(C(=O)NCc3cccnc3)c3ccccc3n2)cc1
u	-7.4	CCOCCCNCc1ccc(Cl)cc1Cl
-18.4%	3.6	COc1ccc(/C(Cl)=C(/C=N/O)c2ccc(OC)cc2)cc1
0.5%	3.5	CCCCNC(=O)c1ccc(C)c(NC(=O)c2ccccc2)c1
-39.5%	1.2	COC(=O)c1ccc(/C=c2\s/c(=C\C(=O)c3ccccc3C)n(C)c2=O)cc1
0.1%	-13.0	CCOc1ccc(/C=C/c2nc(C#N)c(NCc3ccc(F)cc3)o2)cc1
-24.3%	12.2	CC(C)CNc1nc(C(=O)Nc2ccccc2O)cs1
-16.8%	-0.2	O=[N+]([O-])c1cccc(-n2nc(-c3ccccc3)c3cnc4cc(C(F)(F)F)ccc4c32)c1
-4.1%	-3.6	COc1cc(OC)c(NC(=O)Cn2nc(Cc3ccncc3)c3ccccc3c2=O)cc1Cl
-28.6%	3.4	COc1ccc2c(c1)cc(C(=O)Nc1c(C)cccc1C)n2C
-13.9%	-3.4	COc1ccc(C2=NOC(C(=O)N3CCN(c4ccc(F)cc4)CC3)C2)cc1OC (stereo unspecified)
u	2.8	Cc1csc(SCC(=O)Nc2ccccc2C(=O)Nc2ccc(F)cc2)n1
u	6.4	COc1ccc(-c2nn(C)c(=O)c3ccccc23)cc1NC(=O)c1ccccc1Cl
10.9%	-4.5	COc1cc2c(cc1OC)-c1c(c(C(=O)NCCN3CCOCC3)nn1-c1ccccc1)C2
u	1.1	O=c1oc2c(O)cccc2cc1-c1nc(-c2ccc(Cl)cc2)no1
64.6%[activator]	-8.4	CC1(C(=O)NCc2ccccc2)CN(S(C)(=O)=O)CC(=O)N1CCc1ccccc1F (stereo unspecified)

3 of the compounds above, with values under each structure:
Each structure is followed by: 12-LOX inh, LDHA inh
COc1cccc(Oc2coc3cc(OCC#N)ccc3c2=O)c1
  6.5%, 11.2
COc1ccccc1NC(=O)c1ccc(NC(=O)CC2Sc3ccccc3NC2=O)cc1 (stereo unspecified)
  u, -4.0
O=C(/C=C/c1ccc(-c2ccccc2)o1)c1ccco1
  u, 2.1

Next results follow.
12-LOX inh	LDHA inh	Molecule
u	-1.7	CCOc1ccc2c(c1)c(C(C)=O)c(C)n2-c1cccc(Cl)c1
u	6.3	O=C(OCc1ccc([N+](=O)[O-])cc1)c1c2c(nc3ccccc13)CCC2
u	6.2	[O-][n+]1cn(Cc2ccccc2)c2ccccc21
15.6%	1.0	Cc1c(-c2ccccc2)oc2c(C(=O)OCC(=O)NCC3CCCCC3)cccc2c1=O
18.9%	-8.3	CCN(CC)CC(=O)NC(C)(C#N)C1CC1 (stereo unspecified)
-28.5%	-7.0	Cc1cc(C(=O)OCC(=O)NC(C)c2ccccc2)c2ccccc2n1 (stereo unspecified)
-0.5%	0.5	Cc1cccc(C)c1NC(=O)C(CCc1ccccc1)n1c(=O)c(-c2ccccc2)nc2ccccc21 (stereo unspecified)
18.8%	-0.6	N#Cc1nc(-c2ccc(S(=O)(=O)N3CCCC3)cc2)oc1NCCCn1ccnc1
u	-23.0	CCNS(=O)(=O)c1cc(-c2nn(C)c(=O)c3ccccc23)ccc1C
-11.0%	1.7	Cc1nc(-c2ccc(C)c(S(=O)(=O)N3CCCCC3C)c2)cs1 (stereo unspecified)
u	-1.9	CCN1C(=O)N/C(=C/c2cn(CC)c3ccccc23)C1=O
-17.7%	-0.8	CC(C)(C)NC(=O)C(c1ccc(C#N)cc1)n1c(=O)c(-c2cc3ccccc3[nH]2)nc2ccccc21 (stereo unspecified)
12.6%	2.6	CCC1CN(C(=O)C2CCN(c3nc4ccccc4o3)CC2)CCO1 (stereo unspecified)
-48.5%	2.6	CCCc1cc(=O)n2[nH]c(NC(=O)C3CCCCC3)nc2n1

Copied from the list:
Reading for CCn1nc(C(=O)N(C)C2CCCc3ccccc32)c2ccccc2c1=O (stereo unspecified) in LDHA inh: -1.2
Reading for O=[N+]([O-])c1cccc(-n2nc(-c3ccccc3)c3cnc4cc(C(F)(F)F)ccc4c32)c1 in LDHA inh: -0.2
Reading for CCNC(=O)CC12CC3CC(C1)CC(CC(=O)NCC)(C3)C2 in LDHA inh: 1.6
Reading for Cc1cccc(C(=O)NC(Nc2ccccc2)C(Cl)(Cl)Cl)c1 (stereo unspecified) in 12-LOX inh: 11.1%

Given with two lines to a compound: part of the list above.
Second line of a record – 12-LOX inh, LDHA inh
- CC(C)(C)NC(=O)C(c1ccc(C#N)cc1)n1c(=O)c(-c2cc3ccccc3[nH]2)nc2ccccc21 (stereo unspecified)
 : -17.7%, -0.8
- CCC1CN(C(=O)C2CCN(c3nc4ccccc4o3)CC2)CCO1 (stereo unspecified)
 : 12.6%, 2.6

Not all compounds are listed; the hit share may differ from the screen's.
